APEX1 inh = APE1 (human) endonuclease inhibition | actives 0.35% (n = 350,000) | Potency, µM (top dose mostly 65.8 µM), for the others: at the top dose activity change, negative = inhibition, usual class: inhibitors | recombinant APE1, TAMRA/BHQ-2 abasic DNA cleavage fluorescence | P27695 | AID 2517;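 note: plate controls were vehicle for no effect and reference inhibitor for full effect; nearly all actives have a fitted effect of over 55% in size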
Target sequence (P27695 whole entry, looked up): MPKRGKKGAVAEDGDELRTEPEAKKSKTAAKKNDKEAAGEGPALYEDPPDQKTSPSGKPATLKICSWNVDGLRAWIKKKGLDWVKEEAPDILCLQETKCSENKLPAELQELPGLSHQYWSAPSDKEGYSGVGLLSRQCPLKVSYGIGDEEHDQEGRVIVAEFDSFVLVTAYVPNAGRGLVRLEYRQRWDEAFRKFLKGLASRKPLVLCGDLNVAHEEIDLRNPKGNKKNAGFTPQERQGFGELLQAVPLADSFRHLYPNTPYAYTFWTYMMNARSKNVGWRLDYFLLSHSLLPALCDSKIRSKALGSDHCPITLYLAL
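Substrate: short duplex with […] THF abasic site, 5'-TAMRA and 3'-BHQ-2, 50 nM final. APE1 at 0.75 nM, preincubated 15 min RT with compound. Fluorescence increase from first to third read measured activity.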
POLB inh = inhibitors of human DNA polymerase beta; AID 485314; Pol beta primer extension/strand displacement, fluorescence kinetic; actives 1.3% (n = 340,000); Potency, µM (top dose mostly 114 µM), for the others: top-dose activity change, negative = inhibition, actives largely listed as inhibitors; P06746; note: % is set by controls: 0 for no effect and ±100 for the full control effect
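Enzyme-only controls used 10 nM Pol beta; buffer lacking enzyme served as negative control. Compound preincubated 15 min, then 50 nM substrate added; 0 and 10 min reads at room temperature.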
Anesthetic bind = candidate novel general anesthetic via apoferritin binding | P02791 | apoferritin/1-aminoanthracene competitive binding, fluorescence | Potency, µM (top dose mostly 77.5 µM), for the others: at the top dose activity change, negative = displacement, hits mostly inhibitors | actives 0.074% (n = 350,000); note: % is set by controls: 0 for no effect and ±100 for the full control effect; nearly all actives have a fitted effect of over 20% in size
Target sequence (P02791 2-175 limits assumed): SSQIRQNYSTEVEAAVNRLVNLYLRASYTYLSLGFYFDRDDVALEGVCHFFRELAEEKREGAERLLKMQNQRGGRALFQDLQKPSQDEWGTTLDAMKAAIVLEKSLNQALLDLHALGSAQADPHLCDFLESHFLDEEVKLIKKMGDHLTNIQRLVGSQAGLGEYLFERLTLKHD
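Concentration-response curves derived by four-parameter Hill fitting of normalized fluorescence, where compounds displaced 1-AMA from 10 uM horse apoferritin following a brief 10 min room-temperature incubation; propofol titration acted as positive control.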
Pol eta inh = DNA polymerase eta (human) inhibition; Q9Y253; recombinant Pol eta, fluorescent DNA replication assay; Potency, µM (series often up to 114 µM), without a hit: at the top dose activity change, negative = inhibition, usual class: inhibitors; actives 1.2% (n = 390,000); note: % is set by controls: 0 for no effect and ±100 for the full control effect
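Pol eta (10 nM) was preincubated with compounds for 15 min at room temperature, after which fluorescent replication substrate (50 nM final) was added to start the reaction. Fluorescence was read kinetically at 0 and 10 min.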
BAZ2B inh = inhibitors of human BAZ2B bromodomain | Q9UIF8 | AlphaScreen BAZ2B-H3K14Ac peptide displacement | Potency, µM (highest dose often 114 µM), for the others: at the highest dose activity change, negative = inhibition, actives largely listed as inhibitors | actives 4.4% (n = 360,000) | AID 504333; note: % is set by controls: 0 for no effect and ±100 for the full control effect; nearly all actives have a fitted effect of over 60% in size
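Protein-peptide AlphaScreen: BAZ2B 50 nM, b-H3K14Ac 50 nM, 1x PBS pH 7.4 + 0.01% Tween-20. Preincubation 30 min RT; cpd 30 min RT (top 110 uM); beads 20 min RT, light-protected.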
BLM helicase inh = inhibitors of human Bloom syndrome helicase BLM | recombinant BLM DNA unwinding, fluorescence dequenching | actives 0.2% (n = 350,000) | Potency, µM (titrated, usually from 56.1 µM), without a hit: at the top dose activity change, negative = inhibition, most hits filed as inhibitors | P54132 | AID 2528;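 note: plate controls were vehicle for no effect and no enzyme for full effect; nearly all actives have a fitted effect of over 35% in size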
Pol kappa inh = inhibitors of human DNA polymerase kappa. Q9UBT6. actives 0.53% (n = 400,000). AID 588579. Potency, µM (highest dose often 107 µM), without a hit: at the highest dose activity, negative = inhibition, most hits filed as inhibitors. purified Pol kappa, fluorescent DNA synthesis assay, 10 min; note: % is set by controls: 0 for no effect and ±100 for the full control effect
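Readout: fluorescence, taken kinetically at 0 and 10 min. Conditions: 10 nM Pol kappa, 15 min RT compound preincubation, 50 nM substrate final. Controls: enzyme-free buffer wells.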
Pol iota inh = blocks human DNA polymerase iota activity. Q9UNA4. AID 588590. Pol iota fluorescent replication assay, 10 min. actives 1% (n = 390,000). Potency, µM (titrated, usually from 115 µM), inactives show top-dose activity, negative = inhibition, actives largely listed as inhibitors
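Fluorescent replication assay read twice, at 0 min and 10 min after adding 50 nM (final) substrate. Enzyme (10 nM) and compounds were first incubated 15 min at room temperature; enzyme-free buffer wells were negative controls.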
G9a inh = G9a (human) methyltransferase inhibition; Q96KQ7; actives 8.8% (n = 350,000); AID 504332; Potency, µM (top dose mostly 102 µM), for the others: at the highest dose activity, negative = inhibition, usual class: inhibitors; G9a H3K9 monomethylation, AlphaScreen, 2 h; note: % is set by controls: 0 for no effect and ±100 for the full control effect; nearly all actives have a fitted effect of over 75% in size
Target sequence (Q96KQ7 913-1193 limits assumed): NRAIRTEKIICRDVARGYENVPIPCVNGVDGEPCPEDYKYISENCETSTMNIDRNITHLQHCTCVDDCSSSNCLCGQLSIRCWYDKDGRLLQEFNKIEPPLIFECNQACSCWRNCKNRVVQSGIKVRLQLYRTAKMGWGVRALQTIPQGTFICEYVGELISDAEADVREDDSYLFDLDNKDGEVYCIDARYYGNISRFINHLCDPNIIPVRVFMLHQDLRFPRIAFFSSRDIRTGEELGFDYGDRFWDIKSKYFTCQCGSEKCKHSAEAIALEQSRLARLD
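Enzyme 20 nM + cpd, 15 min RT; add b-H3K9 pep 500 nM / SAM 20 uM; 2 h RT; anti-H3K9me1 Ab 0.5 ug/mL + SA donor / anti-rabbit acceptor beads 20 ug/mL each, 10 min; AlphaScreen read.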
Numbers without * were called inactive; ? = inconclusive; nt = no result given; & = joins results of further samples; [ ] = dose if it differs, or a comment. Calls come from the whole dose curve; as a rule, active = well fitted curve in the direction sought with a large enough effect; inconclusive = small, poorly fitted or top-dose-only effect, or another doubt; inactive = no such curve, though single readings can be large; an effect the other way counts as inactive or inconclusive. Potency is the fitted concentration of half-maximal effect. Some of the compounds tested (hit frequency here may not be typical).

Every second line gives: APEX1 inh, POLB inh, Anesthetic bind, Pol eta inh, BAZ2B inh, BLM helicase inh, Pol kappa inh, Pol iota inh, G9a inh
Cc1ccc(NC(=O)Cn2cccc2)c(Br)c1
→ 1%, 3%, -11%, -13%, -12%, -4%, 0%, -3%, ?
NC(=O)C1CCCN(CC(=O)Nc2cc(S(=O)(=O)N3CCOCC3)ccc2N2CCCC2)C1 (stereo not drawn)
→ 13%, nt, nt, -18%, 7%, nt, 6%, -2%, -6%[59 µM]
COc1ccc(NC(=O)c2sc3nc(-c4cc5cccc(OC)c5oc4=O)[nH]c(=O)c3c2C)cc1
→ nt, -4%, -12%, 2%, 5%, -4%, -8%, 18%, -3%[59 µM]
COc1ccccc1-n1c(-c2ccc(Cl)cc2)c[nH]c1=S
→ -9%, 0%, -14%, -8%, ?, -3%, -3%, -3%, ?
Oc1ccc(Nc2nnc(-c3ccc(O)cc3)c3ccccc23)cc1
→ -2%, 7%, -11%, 2%, -14%, 1%, 10%, 27%, -5%
CN1CCN(S(=O)(=O)c2ccc(N3CCN(c4ccc(O)cc4)CC3)c([N+](=O)[O-])c2)CC1
→ -3%, nt, nt, -14%, ?, nt, -13%, ?, 7.9µM*
C[C@H](NC(=O)c1ccccc1)C(=O)N1CCN(c2ccccc2)CC1
→ 56%, -24%, -3%, -13%, -2%, -3%, 13%, 61%[activator], -14%
O=C(Oc1ccccc1)N1CCC2(CCCN(c3ccc(-c4ccccc4)cc3)C2)CC1
→ 0%, nt, nt, nt, nt, -5%, 4%[60.1 µM], nt, 0%[12.7 µM]
COc1cccc(CNC(=O)CCC2CCCN(C(=O)c3cscn3)C2)c1 (stereo not drawn)
→ 2%, 3%, -3%, -9%, -15%, -3%, -13%, -11%, 18%[12.7 µM]
C[C@H](N)c1nnc(SCc2c(Cl)cccc2Cl)o1
→ -2%, 7%, ?, 1%, ?, -8%, -2%, nt, ?
COc1ccc(N2CCN(C(=O)CN(CCc3ccccc3)S(C)(=O)=O)CC2)cc1
→ 0%, 33%, -13%, -6%, -11%, -4%, -4%, -3%, -12%[59 µM]
Cc1cc(C)nc(NC(=O)/C=C/c2ccccc2Cl)n1
→ -1%, 1%, 1%, -17%, 7%, 1%, -2%, 23%, -17%[59 µM]
COc1ccnc(Oc2ccc(F)cc2)c1C(=O)N/C=N/OCc1ccc(F)cc1
→ -4%, 33%, -23%, -8%, -5%, -10%, -10%, -13%, 2%[2.33 µM]
COc1ccc(Cl)cc1NC(=O)NCC1CCN(Cc2ccccc2F)CC1
→ 36%, -4%&1%, -13%&-11%, -14%&-16%, -12%&-17%, -5%&0%, -3%&-13%, 9%&16%, 8%
CCOC(=O)C1CCN(c2c(NC3CCCCCCC3)c(=O)c2=O)CC1
→ 11%, 0%, 1%, -17%, 14%, 2%, 0%, -2%, 12%
CCOC(=O)c1[nH]c(C)c(CC(C)C)c1C
→ 23%, 21%, -4%, -13%, -13%, -1%, -3%, -7%, 10%
CCCn1c(SCC(=O)NC2CCCC2)nnc1-c1ccccn1
→ 8%, 13%, -8%, -13%, ?, -2%, -12%, 27%, -6%[59 µM]
COCCCn1c(SCc2ccccc2)nc2cc(OC)c(OC)cc2c1=N
→ 4%, -3%, -8%, -29%, -11%, -10%, -8%, 13%, -10%[0.0925 µM]
c1csc(-c2nc3c4ccccc4c4ccccc4c3[nH]2)c1
→ -5%, -20%, 59%[activator], -16%, -13%, -13%, -7%, -6%, -8%[59 µM]
O=c1cc(C(F)(F)F)nc(-n2[nH]c3c(c2=O)CCCC3)[nH]1
→ 3%, ?, -3%, -6%, 2.5µM*, 1%, ?, ?, ?
Cc1c(C)c2ccc(OCC(=O)N(C)C)c(C)c2oc1=O
→ 0%, -15%, -4%, -12%, 1%, 0%, -2%, -4%, -3%[59 µM]
N/C(=N\c1nc(CSc2nnnn2-c2ccccc2)cc(=O)[nH]1)Nc1ccccc1
→ 8%, -1%, -10%, nt, -11%, 0%, nt, nt, 34%
Cc1cc(C)c(S(=O)(=O)Nc2cccc(S(=O)(=O)NC3=NCCC3)c2)c(C)c1
→ -3%, -1%, -18%, -19%, -14%, -2%, 5%, 107%[activator], 1%
N#CCCN(C(=O)CCl)c1cccc(Cl)c1
→ 0%, -1%, -7%, -7%, -15%, -7%, -1%, -17%, -2%
CCOC(=O)Cn1nc(C)cc1NC(=O)c1ccncc1
→ -4%, 5%, -5%, -8%, 0%, 0%, -15%, 118%[activator], 14%
CC(=O)CC(c1ccc([N+](=O)[O-])cc1)c1c(O)c2ccccc2oc1=O (stereo not drawn)
→ 24%, 4%, -17%, -15%, -9%, -10%, -14%, 23%, ?
CCN(CC(=O)NCc1ccc(F)cc1)C(=O)/C=C/c1cc(OC)ccc1OC
→ 52%[activator], 32%, 203%[activator], -2%, 27%, 1%, -4%, 11%, -20%
CCc1nc2c(sc3nc(N4CCOCC4)c4c(c32)CC(C)(C)OC4)c(=O)o1
→ ?, 9%, -9%, nt, 1%, -1%, nt, nt, ?
O=C(NCC(c1ccccc1)c1ccccc1)c1nn(-c2ccccc2Cl)nc1CO
→ nt, 28%, -3%, -10%, 0%, -11%, 3%, 8%, 10%[59 µM]
C=CCn1c(-c2cccc(OC)c2OC)n[nH]c1=S
→ -11%, 12%, -3%, -16%, -29%, -4%, 4%, 129%[activator], 20µM*
COc1cc(NC(=O)c2nc3nc(C)cc(C(F)F)n3n2)c(OC)cc1Cl
→ nt, -13%, -5%, -25%, 0%, -3%, -3%, 39%[activator], -1%[59 µM]
COc1ccc(NC(=O)c2cc(-c3ccccc3Cl)no2)cc1
→ -2%, 13%, -12%, -3%, -2%, 1%, 0%, 7%, 6%
CC1(C)Cc2nc3oc4c(=O)n(CC(=O)Nc5cccc(Cl)c5)cnc4c3cc2CO1
→ -3%, -8%, -5%, -9%, -12%, -2%, -8%, 17%, 9%
Cc1ccc(F)cc1NC(=O)c1cnccn1
→ -2%, -16%, -6%, -23%, -2%, 0%, -5%, 35%, 4%
COc1ccc(-c2csc(NC(=O)c3ccccc3C(=O)O)n2)cc1
→ -6%, 4%, -4%, -9%, nt, -5%, 1%, 5%, ?
COc1cc2ccccc2cc1C(=O)N(CCN(C)C)c1nc2c(OC)ccc(OC)c2s1
→ 14%, ?, -20%, ?, ?, 22%, 10%, 17%, 45µM*
COC(=O)[C@@H]1[C@@H]2C[C@H]3c4[nH]c5cc(OC)ccc5c4CCN3C[C@@H]2C[C@H](OC(=O)c2cc(OC)c(OC)c(OC)c2)[C@H]1OC
→ 0%[21 µM], nt, -17%[29.3 µM], nt, nt, -12%[21.4 µM], -6%[12 µM], nt, ?
COc1ccc(OC)c2c1cc(C(=O)N[C@H](C(=O)N1CCC(C(=O)O)CC1)C(C)C)n2C
→ 55%[activator], 12%, 11%, 10%, -30%, -4%, -3%, 81%[activator], ?
O=S(=O)(Nc1ccccc1Cl)c1cc(NC(=S)NCCN2CCOCC2)ccc1Cl
→ -5%[12.4 µM], 19%, -2%, -6%, -21%, -1%, -1%, 90%[activator], -19%[59 µM]
CSc1cccc(NC(=O)CN(C)S(=O)(=O)c2ccc3c(c2)n(C)c(=O)c(=O)n3C)c1
→ nt, 0%, -12%, 2%, -19%, -2%, -5%, 18%, 1µM*
CN(C)C(=O)c1ccc(NC(=O)Cn2nnnc2-c2ccccc2F)cc1
→ nt, 11%, 69%[activator], -12%, 2%, -3%, 3%, -3%, 10%[59 µM]
COc1ccccc1CNC(=O)CCn1c(=O)oc2ccccc21
→ 5%, 28%, -7%, -18%, -7%, 3%, 3%, 13%, ?
COc1ccc(OCc2nnc3n2N=C(c2ccc(OC)cc2)CS3)cc1
→ 0%, -13%, 8.9µM*, -2%, -32%, 0%, 4%, -1%, 50µM*
O=C(CN1C(=O)S/C(=C/c2ccc(N3CCOCC3)cc2)C1=O)N1CCOCC1
→ 2%, 25%, 4%, -6%, 6%, -4%, -17%, 22%, -4%[59 µM]
CC(=O)Nc1ccc(C2=NN(C)C(=NCc3ccccc3)SC2)cc1
→ -5%, -10%, -24%, -25%, nt, -10%, -5%, 52%[activator], ?
Cc1nn(C)cc1S(=O)(=O)N1CCN(c2cccc(Cl)c2)CC1
→ 20%, 10%, 0%, -13%, 0%, 2%, -13%, 7%, 30%[activator]
CCCN(CCC)C(=O)CSc1nc2sc3c(c2c(=O)n1-c1ccccc1)CCN(C(C)=O)C3
→ nt, 17%, ?, nt, -3%, 11%, 2%, 13%, 6%[59 µM]
CN1CCN(c2oc(-c3cccs3)nc2S(=O)(=O)c2ccccc2)CC1
→ -8%, 14%, -10%, -11%, -9%, -2%, 2%, 35%[activator], ?
CCOc1ccc(N2C(=O)c3cccnc3C2=O)cc1
→ -3%, 6%, -7%, -11%, 56µM*, -1%, -2%, -6%, -47%
Cc1nn(-c2ccc(F)cc2)c(C)c1CN1CCN(Cc2ccccc2)C(CCO)C1 (stereo not drawn)
→ -4%, 19%, -12%, -7%, -4%, 0%, 11%, 16%, 6%
CC1=CCC2C(=O)N(c3nc(C)cc(C)n3)C(=O)C2C1 (stereo not drawn)
→ 2%, -18%, -7%, 14%, 3%, 0%, -9%, 16%, -31%[59 µM]
COc1ccc(-c2cccc(NC(=O)c3cccs3)c2)nn1
→ -3%, nt, nt, -22%, 5%, nt, -6%, 54%[activator], -26%
C/C(=N\N=c1/sc2ccccc2n1C)c1ccccn1
→ -3%, -2%, 178%[activator], -20%, -31%, -4%, -6%, 5%, 2%
COc1ccc(C2/C=C\CN(Cc3ccncc3)CC(=O)N2Cc2ccc(F)cc2)cc1 (stereo not drawn)
→ -1%&4%, -21%, -15%&-7%, -14%, -21%, -4%&-1%, 3%&-10%, 13%&-8%, 4%[59 µM]
CCOC(=O)C1CCN(CCC(=O)Nc2ccc(Br)cc2)CC1
→ 17%, 1%, -14%, 2%, -3%, -4%, -9%, 91%[activator], -4%
COc1ccccc1OCCC(=O)OCC(=O)Nc1ccc(Br)cc1
→ -2%, 12%, -3%, -14%, 6%, 2%, -6%, 175%[activator], -21%
